Compound activity from PubChem.
ABCB6 inh MLPCN = inhibitors of human ABC transporter ABCB6; fluorescence ratio to DMSO, % at 10 µM; actives 0.19% (n = 360,000); Q9NP58; K562-ABCB6 porphyrin accumulation, flow cytometry, 1 h; stronger effect = lower value;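 active = fluorescence ratio to DMSO below 75%, the collection mean minus 3 SD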;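 note: signal is porphyrin accumulated inside mitochondria; 100% equals median channel fluorescence of DMSO control wells; lower ratio means ABCB6 inhibition with less porphyrin fluorescence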
Target sequence (Q9NP58 whole entry, looked up): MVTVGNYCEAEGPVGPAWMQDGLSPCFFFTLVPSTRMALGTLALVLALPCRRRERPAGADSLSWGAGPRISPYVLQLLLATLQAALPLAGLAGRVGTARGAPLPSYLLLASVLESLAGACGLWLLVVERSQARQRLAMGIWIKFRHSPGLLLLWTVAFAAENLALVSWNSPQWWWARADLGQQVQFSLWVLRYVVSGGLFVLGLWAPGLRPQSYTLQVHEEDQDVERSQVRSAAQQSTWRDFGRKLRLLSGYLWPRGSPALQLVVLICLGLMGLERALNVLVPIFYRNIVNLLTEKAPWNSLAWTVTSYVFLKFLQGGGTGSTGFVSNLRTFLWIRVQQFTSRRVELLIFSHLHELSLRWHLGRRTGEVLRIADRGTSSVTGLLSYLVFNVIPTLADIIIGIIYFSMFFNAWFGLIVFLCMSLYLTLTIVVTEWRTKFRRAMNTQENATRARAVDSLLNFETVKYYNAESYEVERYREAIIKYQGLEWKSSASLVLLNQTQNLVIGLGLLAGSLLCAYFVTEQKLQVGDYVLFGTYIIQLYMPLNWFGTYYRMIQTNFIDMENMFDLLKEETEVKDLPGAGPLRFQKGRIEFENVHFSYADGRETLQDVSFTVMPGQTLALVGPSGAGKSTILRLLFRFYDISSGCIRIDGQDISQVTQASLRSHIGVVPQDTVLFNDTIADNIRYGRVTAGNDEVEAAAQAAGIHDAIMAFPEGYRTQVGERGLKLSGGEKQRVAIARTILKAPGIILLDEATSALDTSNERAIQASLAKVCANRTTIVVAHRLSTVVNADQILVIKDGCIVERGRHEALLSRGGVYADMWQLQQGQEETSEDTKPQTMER
hiPSC survival = increases survival of single human iPS cells. hiPSC single-cell survival, ATPlite luminescence; 100% = ROCK inhibitor wells, 0% = DMSO. survival enhancement, % at 20 µM. actives 0.044% (n = 360,000). AID 602274; in the data active = survival enhancement above about 18%;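 note: cells exposed to compounds for 16 hours before the ATP read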
Vif inh = HIV Vif inhibition; HEK293T cells, Vif self-association by quenched fluorescence, imaging, 24 h; inhibition, % at 7.49 µM; actives 0.35% (n = 340,000); AID 602346; in the data active = inhibition above about 50%, passing the limit was not always enough; note: some results filed as inactive read as strong as hits
CaV13 FRET inh = Disruptors of the CACNA1D IQ motif to Ca2+-dependent inactivation inhibitor domain association, primary screening, Förster resonance energy transfer in intact living …; HEK cells, CFP/YFP FRET ICDI-IQ, plate reader, 10 min; percent FRET-ratio fall versus neutral wells; inhibition, % at 12.3 µM; actives 0.098% (n = 340,000); AID 743397;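 active = mean replicate inhibition of at least 30% and at least 1% of replicates passing that level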;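 note: 0% = median of the neutral control wells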
N-glyco inh = N-linked glycosylation inhibition; actives 0.23% (n = 360,000); reporter increase, % at 12.5 µM; D54 ERlucT glycosylation luciferase reporter, 24 h; percent of 100 nM tunicamycin response;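 active = mean luciferase reporter signal, scaled so untreated is 0 and the glycosylation-blocking control 100, at or above a set limit in every replicate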;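 note: luciferase carries N-glycosylation sites so blocking glycosylation raises the light; 0% = median of neutral control wells and 100% = median of 100 nM tunicamycin wells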
aDG glyco act = alpha-DG glycosylation activation; Pro5-aDG cells, alpha-DG glycosylation AlphaScreen (IIH6); 0% Pro5, 100% B10-LARGE cell signal; activation, % at 10 µM; actives 0.22% (n = 360,000); AID 624168;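 active = activation of at least 8% versus controls, or a plate z-score of at least 8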;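 note: Pro5 are CHO cells carrying HIG-tagged alpha-DG that lacks glycosylation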
PDI inh = inhibitors of human protein disulfide isomerase. P07237. inhibition, % at 10 µM. actives 0.052% (n = 350,000). PDI insulin aggregation turbidity, A650, 90 min;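 active = mean inhibition across replicates of 30% or more, whatever share of single replicates reach that level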;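 note: absorbance from insulin aggregation driven by PDI reduction with DTT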
Exocytosis inh = lytic granule exocytosis inhibition; actives 0.66% (n = 360,000); TALL-104 LAMP-1 surface exposure, flow cytometry; cells stimulated with thapsigargin and PMA; AID 651702; inhibition, % at 10 µM;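 active = inhibition above about 55%, limit read from the data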
Cardio protect = protects H9c2 cardiomyocytes from peroxide injury; H2O2 injury protection, ATPLite, 2 h; actives 0.63% (n = 360,000); protection from H2O2 cell death, % at 20 µM; AID 588492;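 active = compounds giving at least 50% protection of heart cells from peroxide-induced death in the single-dose screen, raw or plate-pattern-corrected value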;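 note: 0% = DMSO wells with peroxide and 100% = DMSO wells without peroxide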
HTR2A ag = activates the mouse 5-HT2A serotonin receptor. AID 624169. P35363. activation, % at 7.6 µM. actives 0.66% (n = 360,000). CHO-K1 mHTR2A beta-arrestin complementation, luminescence; percent of 30 µM serotonin response;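 active = activation above a run cutoff, the mean activation of all tested compounds plus 3 SD, cut at about 14% in these data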;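 note: 0% = plate median of compound wells and 100% = 30 µM serotonin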
* marks the source's active call; other numbers are inactive results.

`CC1(c2nc3ccccc3[nH]2)c2ccccc2C(=O)N1Cc1ccccn1` (centres undefined) gave ABCB6 inh MLPCN 98, hiPSC survival 0.5, CaV13 FRET inh -6, aDG glyco act -0.2, Exocytosis inh -5 and HTR2A ag 7.
CN(C)c1ccc(-c2ccnc3c2CC(C)(C(=O)NCc2ccc(F)c(F)c2)O3)cc1 (centres undefined) was read as ABCB6 inh MLPCN 96, hiPSC survival -1.0, CaV13 FRET inh -10, N-glyco inh -1, aDG glyco act -0.2, PDI inh 14, Exocytosis inh -4, Cardio protect -1 and HTR2A ag -5.
Screening Cc1ccc(C(=O)NNC(=O)c2cccc(C)c2)cc1 returned ABCB6 inh MLPCN 100, hiPSC survival 2.8, Vif inh 6, CaV13 FRET inh -7, N-glyco inh 2, aDG glyco act -0.2, PDI inh 6, Exocytosis inh 12, Cardio protect 3 and HTR2A ag -1.
For Nc1ncnc2c1ncn2CCNCCc1ccccc1 the results were ABCB6 inh MLPCN 96, hiPSC survival -1.6, Vif inh -4, CaV13 FRET inh 1, N-glyco inh 1, aDG glyco act 0.1, PDI inh -6, Exocytosis inh 0, Cardio protect -1 and HTR2A ag -3.
For Cc1ccc(NC(=O)c2cccc(OCc3c(C)noc3C)c2)cc1S(=O)(=O)Nc1ccccc1Cl the results were ABCB6 inh MLPCN 93, hiPSC survival -3.3, Vif inh -7, CaV13 FRET inh -5, N-glyco inh -5, aDG glyco act -0.1, PDI inh -5, Exocytosis inh 0, Cardio protect -6 and HTR2A ag 1.
Screening O=C(COc1ccc(Br)cc1)N1CCN(S(=O)(=O)/C=C/c2ccccc2)CC1 returned ABCB6 inh MLPCN 98, hiPSC survival 0.8, Vif inh -8, CaV13 FRET inh -5, N-glyco inh -6, aDG glyco act 0.5, PDI inh -1, Exocytosis inh -9, Cardio protect -6 and HTR2A ag -2.
`CCOC(=O)C1CCN(c2c(NCCCN(CC)c3ccccc3)c(=O)c2=O)CC1` gave ABCB6 inh MLPCN 99, hiPSC survival -1.1, Vif inh -7, CaV13 FRET inh -4, N-glyco inh 0, aDG glyco act 0.0, PDI inh 6, Exocytosis inh 0, Cardio protect 1 and HTR2A ag -9.
CC(=O)Nc1ccc(/C=N/NC(=O)c2cccc(S(=O)(=O)N3CCOCC3)c2)cc1 was read as ABCB6 inh MLPCN 94, hiPSC survival -1.6, Vif inh 0, CaV13 FRET inh -4, N-glyco inh -1, aDG glyco act -0.3, PDI inh 8, Exocytosis inh -1, Cardio protect 7 and HTR2A ag 5.
Screening CN1CCN(C(=S)Nc2ccccc2Cl)CC1 returned ABCB6 inh MLPCN 98, hiPSC survival 8.1, Vif inh 3, N-glyco inh 1, aDG glyco act -0.1, PDI inh 9, Exocytosis inh 1, Cardio protect 3 and HTR2A ag 5.
For C[C@@H]1CCCCO[C@H](CN(C)Cc2ccccc2)[C@@H](C)CN([C@H](C)CO)C(=O)c2cc(NS(=O)(=O)c3ccc(Cl)cc3)ccc2O1 the results were ABCB6 inh MLPCN 94, hiPSC survival -0.4, Vif inh 8, N-glyco inh -3, aDG glyco act 0.4, PDI inh 5, Exocytosis inh 26, Cardio protect -8 and HTR2A ag -2.

Grouped by structure, those above containing a Cl atom (3)
For Cc1ccc(NC(=O)c2cccc(OCc3c(C)noc3C)c2)cc1S(=O)(=O)Nc1ccccc1Cl the results were ABCB6 inh MLPCN 93, hiPSC survival -3.3, Vif inh -7, CaV13 FRET inh -5, N-glyco inh -5, aDG glyco act -0.1, PDI inh -5, Exocytosis inh 0, Cardio protect -6 and HTR2A ag 1.
Screening CN1CCN(C(=S)Nc2ccccc2Cl)CC1 returned ABCB6 inh MLPCN 98, hiPSC survival 8.1, Vif inh 3, N-glyco inh 1, aDG glyco act -0.1, PDI inh 9, Exocytosis inh 1, Cardio protect 3 and HTR2A ag 5.
For C[C@@H]1CCCCO[C@H](CN(C)Cc2ccccc2)[C@@H](C)CN([C@H](C)CO)C(=O)c2cc(NS(=O)(=O)c3ccc(Cl)cc3)ccc2O1 the results were ABCB6 inh MLPCN 94, hiPSC survival -0.4, Vif inh 8, N-glyco inh -3, aDG glyco act 0.4, PDI inh 5, Exocytosis inh 26, Cardio protect -8 and HTR2A ag -2.

(cont.)
`CN1CCN(C(=O)c2ccc(CS(=O)(=O)c3c(Cl)cccc3Cl)o2)CC1` gave ABCB6 inh MLPCN 94, hiPSC survival 0.6, Vif inh 8, CaV13 FRET inh -25, N-glyco inh -1, aDG glyco act -0.1, PDI inh -5, Exocytosis inh 2, Cardio protect -1 and HTR2A ag 7.
For NC(=O)NC(Cc1ccccc1)C(=O)NCC1(N2CCCCC2)CCCCC1 (centres undefined) the results were ABCB6 inh MLPCN 103, hiPSC survival 5.2, Vif inh -1, N-glyco inh 3, aDG glyco act -0.2, PDI inh 0, Exocytosis inh -1, Cardio protect 0 and HTR2A ag -5.
For COc1ccc(OC)c(/C=N/Nc2nncn2/N=C/c2cc(OC)ccc2OC)c1 the results were ABCB6 inh MLPCN 101, hiPSC survival 1.0, Vif inh -18, CaV13 FRET inh -3, N-glyco inh 22, aDG glyco act -0.4, PDI inh -3, Exocytosis inh 20, Cardio protect 81* and HTR2A ag 6.
Screening Cc1ccc(N=C2C(=O)Nc3ccc(C)c(Br)c32)cc1 returned ABCB6 inh MLPCN 97, hiPSC survival -0.1, Vif inh -3, N-glyco inh 1, aDG glyco act 1.3, PDI inh -2, Exocytosis inh -6, Cardio protect 11 and HTR2A ag -6.
CCS(=O)(=O)c1ccc2c(c1)N(S(=O)(=O)c1ccc(OC)cc1)CC(C(=O)O)O2 (centres undefined) was read as ABCB6 inh MLPCN 99, hiPSC survival -2.5, aDG glyco act -0.4, PDI inh -3, Exocytosis inh 0, Cardio protect -2 and HTR2A ag 2.
For CCc1ccccc1NC(=S)N(CCCN1CCN(C)CC1)Cc1cccs1 the results were ABCB6 inh MLPCN 97, hiPSC survival -0.5, Vif inh -6, CaV13 FRET inh -2, N-glyco inh 3, aDG glyco act 0.0, PDI inh -9, Exocytosis inh -3, Cardio protect -1 and HTR2A ag -12.
Screening C=CCn1c(SCC(=O)NCCc2ccccc2)nc2c([nH]c3ccccc32)c1=O returned ABCB6 inh MLPCN 97, hiPSC survival 1.0, CaV13 FRET inh -5, aDG glyco act 0.0, PDI inh 2, Exocytosis inh 1, Cardio protect -4 and HTR2A ag -9.
Screening CN(C1CCCCC1)S(=O)(=O)c1ccc(NC(=O)Cn2nc(-c3ccc(F)cc3)ccc2=O)cc1 returned ABCB6 inh MLPCN 98, hiPSC survival 0.3, Vif inh -5, CaV13 FRET inh -3, N-glyco inh 0, aDG glyco act 0.2, PDI inh -3, Exocytosis inh -3, Cardio protect -10 and HTR2A ag -2.
For COC(=O)c1ccccc1NC(=O)CSc1ccc(C)cc1 the results were ABCB6 inh MLPCN 101, hiPSC survival 2.3, Vif inh -10, CaV13 FRET inh -4, N-glyco inh -2, aDG glyco act 0.1, PDI inh 2, Exocytosis inh 3, Cardio protect -3 and HTR2A ag -6.
For O=C1CCC(C(=O)N2CCC(CO)(Cc3ccc(Cl)cc3)CC2)=NN1 the results were ABCB6 inh MLPCN 99, hiPSC survival -0.4, Vif inh 3, CaV13 FRET inh -4, N-glyco inh 2, aDG glyco act -0.1, PDI inh 0, Exocytosis inh 0, Cardio protect 1 and HTR2A ag 0.
`O=C(Nc1ccc(S(=O)(=O)Nc2ncccn2)cc1)c1ccc(N2CCCC2=O)cc1` gave ABCB6 inh MLPCN 102, hiPSC survival 0.2, Vif inh 0, CaV13 FRET inh -7, N-glyco inh -1, aDG glyco act 0.1, PDI inh -3, Exocytosis inh -3, Cardio protect -5 and HTR2A ag 3.
For O=C1CCCc2nc(N3CCN(Cc4ccccc4)CC3)ncc21 the results were ABCB6 inh MLPCN 98, hiPSC survival 2.2, Vif inh -7, N-glyco inh 4, aDG glyco act 0.0, PDI inh -5, Exocytosis inh 1, Cardio protect 3 and HTR2A ag 5.
For Cc1oncc1-c1csc(-c2ccccc2Cl)n1 the results were ABCB6 inh MLPCN 100, hiPSC survival -1.3, Vif inh 5, CaV13 FRET inh -5, N-glyco inh 2, aDG glyco act 0.3, PDI inh 5, Exocytosis inh 0, Cardio protect -5 and HTR2A ag -6.
For O=C(NCc1ccccn1)c1ccc(Cl)c(S(=O)(=O)Nc2ccccc2C(=O)NCc2ccccn2)c1 the results were ABCB6 inh MLPCN 100, hiPSC survival 4.7, Vif inh -5, CaV13 FRET inh -3, N-glyco inh 0, aDG glyco act 0.1, PDI inh -3, Exocytosis inh 2, Cardio protect 30 and HTR2A ag 0.
`Cc1cc(C(=O)NCc2ccccc2)c(=O)[nH]c1C` gave ABCB6 inh MLPCN 95, hiPSC survival 1.7, Vif inh -8, CaV13 FRET inh -5, N-glyco inh 2, aDG glyco act -0.3, PDI inh 0, Exocytosis inh 0, Cardio protect 4 and HTR2A ag 0.
For O=C(COc1ccc(Cl)cc1Cl)NC(=S)N1CCCc2ccccc21 the results were ABCB6 inh MLPCN 103, hiPSC survival -1.0, Vif inh 0, CaV13 FRET inh -8, N-glyco inh 5, aDG glyco act -0.1, PDI inh -5, Exocytosis inh 0, Cardio protect -8 and HTR2A ag -1.
Cc1cc(SCC(=O)NCCCN2CCCC2=O)nc2ccccc12 was read as ABCB6 inh MLPCN 101, hiPSC survival 2.0, Vif inh 15, CaV13 FRET inh -8, N-glyco inh 0, aDG glyco act 0.6, PDI inh -4, Exocytosis inh 0, Cardio protect -4 and HTR2A ag 0.
Screening Cc1nnc(SCC(=O)NCc2cccs2)n1-c1ccccc1 returned ABCB6 inh MLPCN 103, hiPSC survival 1.1, Vif inh -4, CaV13 FRET inh -5, N-glyco inh 0, aDG glyco act 0.4, PDI inh 6, Exocytosis inh -1, Cardio protect 2 and HTR2A ag -1.
For Cc1noc(C)c1COc1ccccc1C(=O)N(C)CC(=O)Nc1ccc(Cl)c(Cl)c1 the results were ABCB6 inh MLPCN 97, hiPSC survival -0.4, Vif inh -1, CaV13 FRET inh -5, N-glyco inh -1, aDG glyco act -0.1, PDI inh -7, Exocytosis inh 0, Cardio protect -7 and HTR2A ag -1.
`Cc1ccc(CCNC(=O)C2CCC(CNc3c(N4CCC(C)CC4)c(=O)c3=O)CC2)cc1` (centres undefined) gave ABCB6 inh MLPCN 100, hiPSC survival 4.2, CaV13 FRET inh -6, N-glyco inh -1, aDG glyco act -0.1, PDI inh 18, Exocytosis inh -5, Cardio protect 6 and HTR2A ag 4.
Cc1cc(C(=O)NNC(=O)[C@H](C)NC(=O)c2ccc(Br)cc2)c(C)o1 was read as ABCB6 inh MLPCN 100, hiPSC survival -0.3, Vif inh -2, CaV13 FRET inh -3, N-glyco inh 1, aDG glyco act 0.1, PDI inh -5, Exocytosis inh 3, Cardio protect -3 and HTR2A ag 3.
CN1CCNC(=O)C1CC(=O)NCCC1=CCCCC1 (centres undefined) was read as ABCB6 inh MLPCN 102, hiPSC survival 1.0, Vif inh 0, CaV13 FRET inh -5, N-glyco inh 2, aDG glyco act 0.1, PDI inh 3, Exocytosis inh 1, Cardio protect -6 and HTR2A ag -1.
